D1 antagonist = Antagonist of Human D 1 Dopamine Receptor: qHTS. activity change, negative = inhibition, % at 10 µM. D(1A) dopamine receptor (Homo sapiens), P21728. HEK293 TREx D1 cells, calcium flux, dopamine EC80; active compounds read low. hit rate 3.2% among 360,000; in the data active = activity change below about -30%; also: % is scaled to controls: 0 for no effect and ±100 for the full control effect
Target sequence (P21728 whole entry, looked up): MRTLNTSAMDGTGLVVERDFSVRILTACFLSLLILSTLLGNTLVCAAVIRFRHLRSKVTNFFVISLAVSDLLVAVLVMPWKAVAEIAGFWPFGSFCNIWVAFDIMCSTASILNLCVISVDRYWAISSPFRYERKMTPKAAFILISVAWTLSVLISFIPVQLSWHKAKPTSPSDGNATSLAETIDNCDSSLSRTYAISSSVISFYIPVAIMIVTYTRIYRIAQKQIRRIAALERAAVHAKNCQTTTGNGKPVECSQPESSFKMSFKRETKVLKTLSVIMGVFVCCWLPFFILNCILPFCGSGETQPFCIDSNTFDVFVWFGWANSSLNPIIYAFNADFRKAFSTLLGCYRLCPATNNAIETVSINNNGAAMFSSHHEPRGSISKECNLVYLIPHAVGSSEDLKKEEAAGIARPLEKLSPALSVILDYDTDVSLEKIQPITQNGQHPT
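Allosteric or orthosteric antagonism assessed as attenuation of the calcium response to EC80 dopamine, added 180 s after compound, in induced HEK293 Trex D1 cells loaded with no-wash calcium dye.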
D1 agonist = Allosteric Agonists of the Human D1 Dopamine Receptor: qHTS; HEK293 T-REx D1 cells, calcium flux, agonist mode; AID 504660, 2011; activation, % at 2 µM; hit rate 1% among 360,000; in the data active = activation above about 30%; also: 0% is about no effect
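Agonism was scored from calcium flux recorded over 180 s (1 read/s) after pintool compound addition, following a 10-cycle baseline. Cells were inducible force-coupled HEK293 TREx D1, plated overnight at 30 C and loaded with no-wash calcium dye.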
RXFP1 agonist = qHTS Assay for Agonists of the Relaxin Receptor RXFP1. HEK293T-RXFP1 cAMP TR-FRET, 30 min; response scale: percent of porcine relaxin response, buffer zero. Potency, µM (doses to about 57.5 µM), for the others: at the highest dose activation, actives largely listed as activators. hit rate 0.3% among 370,000; also: potency is read from the fitted curve at half-maximal effect; % is scaled to controls: 0 for no effect and ±100 for the full control effect; nearly all actives have a fitted effect of over 60% in size; many of its hits are not listed in these tables
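Agonist response is measured as cAMP accumulation in an RXFP1-transfected HEK293T line under PDE4 inhibition. Values are scaled between buffer-only and 29 nM porcine relaxin, and EC50s come from standard Hill equation fits.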
Vif-A3G inh = qHTS for Inhibitors of Vif-A3G Interactions: qHTS; HeLa A3G-eYFP + Vif (tagged APOBEC3G with the HIV-1 protein that degrades it), YFP fluorescence, overnight; Potency, µM (top dose mostly 46.1 µM), for the others: at the highest dose activity, negative = active, hits mostly inhibitors; hit rate 0.076% among 410,000;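 also: potency is read from the fitted curve at half-maximal effect; % is scaled to controls: 0 for no effect and ±100 for the full control effect; nearly all actives have a fitted effect of over 60% in size; hits raise eYFP signal because A3G escapes Vif-driven loss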
Target sequence (Q9HC16 whole entry, looked up): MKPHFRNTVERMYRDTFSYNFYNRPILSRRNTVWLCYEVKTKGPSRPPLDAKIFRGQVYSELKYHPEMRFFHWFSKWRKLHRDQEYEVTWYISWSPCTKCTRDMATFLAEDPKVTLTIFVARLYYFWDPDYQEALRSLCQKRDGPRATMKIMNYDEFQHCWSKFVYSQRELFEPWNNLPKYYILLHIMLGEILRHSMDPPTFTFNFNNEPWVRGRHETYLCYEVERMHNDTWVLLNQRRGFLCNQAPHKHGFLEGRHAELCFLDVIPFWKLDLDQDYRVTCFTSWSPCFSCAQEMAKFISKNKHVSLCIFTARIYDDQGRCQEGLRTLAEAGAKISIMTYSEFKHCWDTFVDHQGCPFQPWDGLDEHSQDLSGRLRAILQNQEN
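HeLa cells stably expressing Vif and C-terminally eYFP-tagged A3G, seeded overnight at 37 deg C, then exposed to compound by pintool overnight at 37 deg C. Rise in yellow fluorescence (Ex 488/Em 500-530, Acumen) marks blocked Vif-driven A3G degradation.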
D2 potentiator = HTS Assay for Positive Allosteric Modulators of the Human D2 Dopamine Receptor: Primary Screen for Potentiators. D(2) dopamine receptor (Homo sapiens), P14416. HEK293 T-REx D2, calcium flux, EC20 dopamine potentiation. potentiation, % at 10 µM. AID 485347, 2010. hit rate 0.34% among 340,000;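 active = potentiation over 3 SD above the plate norm, cut at about 30% in these data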; also: 0% is about no effect
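Primary screen. Calcium kinetics in induced HEK293 T-REx D2 cells: compound pre-addition 180 s, EC20 dopamine, 180 s more.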
Glioma ERSR ind = qHTS for Inducers of the Endoplasmic Reticulum Stress Response (ERSR) in Human Glioma: qHTS | U87-MG GRP78 promoter luciferase reporter, 16 h | hit rate 0.02% among 420,000 | Potency, µM, inactives show at the highest dose activation, actives largely listed as activators; also: potency is read from the fitted curve at half-maximal effect; series mostly up to about 76 µM; % of control where 0% means no effect; nearly all actives have a fitted effect of over 35% in size
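Stably transfected U87-MG glioma cells carrying a GRP78-based luciferase sensor; 16 h compound incubation. Luminescence end-point read 10 min after Bright-Glo addition at room temperature.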
D1 PAM = Potentiators of Human D1 Dopamine Receptor: qHTS; D(1A) dopamine receptor (Homo sapiens), P21728; hit rate 0.036% among 360,000; potentiation, % at 10 µM; AID 504651, 2011; HEK293 TREx D1 cells, calcium flux, dopamine EC20 potentiation; in the data active = potentiation above about 30%; also: 0% is about no effect
Vif-A3F inh = qHTS for Inhibitors of Vif-A3F Interactions: qHTS; Potency, µM (series often up to 46.1 µM), for inactives: top-dose activity, negative = active; hit rate 0.2% among 390,000; HeLa A3F-eYFP + Vif (tagged APOBEC3F with the HIV-1 protein that degrades it), YFP fluorescence increase; also: potency is read from the fitted curve at half-maximal effect; % of control where 0% means no effect; nearly all actives have a fitted effect of over 65% in size
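HeLa cells stably expressing A3F-eYFP plus Vif, plated and incubated overnight at 37 deg C, then exposed to compounds overnight at 37 deg C. Blocked degradation read as raised yellow fluorescence (Ex 488/Em 500-530).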
LDHA inh = qHTS assay for inhibitors of human lactate dehydrogenase; activity change, % (values are at about 110 or 230 µM); L-lactate dehydrogenase A chain (Homo sapiens), P00338; purified LDHA, NADH/diaphorase-resazurin fluorescence; active compounds read low; hit rate 0.15% among 480,000; in the data active = activity change below about -30%; inconclusive = mostly about -25% to -30%;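 also: plate controls were DMSO wells for no effect and wells without enzyme for full effect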
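LDH5 2 nM; NADH 0.06 mM, pyruvate 0.2 mM; 200 mM Tris pH 7.4, EDTA, Tween-20; 5 min RT. Detection: diaphorase 0.133 mg/mL + resazurin 37 µM, fluorescence ex540/em590 at 0 and 20 min; normalized to enzyme-free and DMSO wells.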
Active calls of the source: *; ? = inconclusive; · = no result given; & = joins results of further samples. Unless noted, calls follow the shape of the dose curve; as a rule, active = well fitted curve in the direction sought with a large enough effect; inconclusive = small, poorly fitted or top-dose-only effect, or another doubt; inactive = no such curve, though single readings can be large; an effect the other way counts as inactive or inconclusive. An excerpt; count on the stated rates, not on these rows.

SMILES | D1 antagonist | D1 agonist | RXFP1 agonist | Vif-A3G inh | D2 potentiator | Glioma ERSR ind | D1 PAM | Vif-A3F inh | LDHA inh
O=C(NCCCN1CCN(Cc2ccccc2)CC1)c1nnc(Cc2c(F)cccc2Cl)o1 | -8 | 2 | 0.6% | 3% | -16 | -6% | -3 | -3% | -6
CC(C)c1ccccc1NC(=S)NCC1(N(C)C)CCCCC1 | 3 | 3 | -0.6% | -2% | · | 1% | 0 | -7% | -2
COc1ccc(N2C(=O)Cc3ccccc3C2=O)cc1 | 4 | 2 | 3.0% | 0% | 11 | 1% | -1 | 7% | 9
COc1ccc(OCCOC(=O)C(C)NS(=O)(=O)c2ccc(NC(C)=O)cc2)cc1 (centres undefined) | -15 | 5 | -0.5% | 0% | · | 6% | -3 | 5% | -2
CCc1cc2c(=O)n(-c3ccc(Br)cc3)cnc2s1 | 2 | -2 | 5.6% | 0% | 1 | 1% | -4 | · | -6
CCSc1nnc(NC(=O)[C@@H](NC(=O)c2ccccc2F)C(C)C)s1 | 6 | 3 | 1.5% | 0% | -1 | -4% | 12 | 0% | -5
Cc1c(CCCC(=O)O)sc(N)c1C(=O)c1cccc(C(F)(F)F)c1 | · | · | · | -2% | · | -2% | · | 3% | 1
Cc1nnc(SCC(=O)NCc2ccccc2)n1-c1ccccc1 | -3 | 0 | 1.9% | 0% | 15 | 2% | -4 | -4% | -1
COc1ccc2c(c1)c1ccc3c(c1n2C)C(=O)C=CC3=O | -12 | 0 | 0.9% | -9% | 16 | -3% | -3 | ? | 8
O=C(CSc1nc2ccccc2c(=O)n1-c1ccccc1)NCc1ccc2c(c1)OCO2 | 12 | 6 | 5.9% | -4% | 1 | -1% | -3 | -15% | -9
O=C(NCC(c1ccc2c(c1)OCO2)N1CCOCC1)c1ccc(F)cc1 (centres undefined) | 14 | 1 | -0.7% | 0% | -22 | -2% | -2 | -3% | -8
CCC1=[N+](CC(=O)c2ccc(C)cc2)CCn2c(C)ccc21 | 0 | 1 | 0.5% | -7% | 3 | 1% | -5 | -8% | -6
CCOc1ccc(Nc2cc(C)nc3nc(Cc4ccc(Cl)cc4)nn23)cc1 | 4 | 3 | 0.1% | 0% | 4 | 1% | -2 | -1% | -5
N#CC1=C(S)N(c2ccc(F)cc2)C(c2ccco2)NC1=O (centres undefined) | -2 | 4 | 0.9% | -1% | 4 | -3% | -4 | 4% | 0
O=[N+]([O-])c1ccc(Sc2cc[n+]([O-])c3ccccc23)c([N+](=O)[O-])c1 | -15 | 2 | 2.5% | -5% | 9 | 5% | -7 | 0% | 10
CC(C)CN(C(=O)CSc1nc2ccccc2c(=O)[nH]1)c1c(N)n(CC(C)C)c(=O)[nH]c1=O | · | · | · | 0% | · | -5% | · | 1% | -4
O=c1c2sc3ccccc3c2n(Cc2cccc(Cl)c2)c(=O)n1Cc1ccco1 | 8 | 1 | 3.6% | -20% | 2 | -1% | 0 | 4% | -13
CCOC(=O)CN1CC(C)(C)N(CC(=O)OCC)CC1(C)C | · | · | · | 0% | · | -4% | · | 13% | -3
CSc1ncccc1C(=O)OCC(=O)N1CC2(C)CC1CC(C)(C)C2 (centres undefined) | · | · | · | 0% | · | -6% | · | -6% | -2
COCCNC(=O)Cn1c(=O)n(Cc2ccc(C(=O)NCc3ccco3)cc2)c(=O)c2ccccc21 | 9 | 5 | 0.2% | 2% | -10 | -5% | -2 | 5% | -5
CC1Sc2ccc(S(=O)(=O)CCC(=O)NCc3ccccc3Cl)cc2NC1=O (centres undefined) | -10 | 5 | -0.1% | -2% | -1 | -5% | -4 | -1% | -1
O=S(=O)(Cc1ccccc1)N1CCCC1 | 9 | 2 | -0.1% | 1% | -2 | -1% | 0 | -1% | 2
COc1cc(/C=C2\SC(=S)N(CC(=O)Nc3ccccn3)C2=O)cc(OC)c1OC | 20 | 17 | -0.4% | -28% | 3 | -2% | 6 | -20% | -1
O=S(=O)(NCCCCCNS(=O)(=O)c1c(F)cccc1F)c1ccc2c(c1)OCCO2 | -16&-9 | 1&0 | 1.9% | 1% | 8 | -6% | 1&-6 | -4% | 0&0
O=C(Cc1ccccc1F)Nc1nc(-c2cccnc2)cs1 | 0 | 1 | 0.4% | 11% | 5 | 3% | -2 | 3% | -3
CCOC(=O)c1c(NC(=O)COc2c(C)cc(Cl)cc2Cl)sc2c1CCCC2 | -1 | 0 | 0.3% | 5% | 14 | -5% | 1 | -1% | -13
Nc1ccc(-c2cnc(N)c(C(=O)c3cccnc3)n2)cn1 | · | · | · | -11% | · | -4% | · | 4% | 0
Cc1csc(SC(C)C(=O)NCc2ccc3c(c2)OCO3)n1 (centres undefined) | -2 | 0 | 0.8% | 5% | -4 | -3% | 0 | 5% | -3
O=C(CCC1CCCCC1)NNC(=O)NC12CC3CC(CC(C3)C1)C2 | 20 | 7 | -1.0% | -3% | 8 | -1% | 1 | -5% | -11
COC(=O)c1ccccc1NC(=O)CSc1nc(Nc2ccccc2)nc(N2CCOCC2)n1 | 13 | 3 | 0.1% | 2% | 18 | -4% | -6 | 7% | -7
Cc1cccc(NC(=O)NCCc2c[nH]c3ccccc23)c1 | -15 | 2 | -0.2% | 0% | -5 | 0% | -11 | 1% | 1
S=c1[nH]nc(-c2cccnc2)n1/N=C/c1ccc(Br)s1 | 4 | 0 | 1.1% | -3% | -1 | -2% | -9 | -13% | -3
CN1CCCC(OC(=O)c2cc(Cl)cc(Cl)c2)C1 (centres undefined) | 9 | 6 | -0.1% | 0% | -13 | -2% | 13 | -11% | -6
COc1ccccc1CNC(=O)CC(c1ccc(OC)c(OC)c1)N1Cc2ccccc2C1=O (centres undefined) | 5 | -2 | 4.2% | -2% | -6 | -1% | 0 | -1% | -5
CC(C)Cc1[nH]c(=O)c(C#N)c2c1COC(C)(C)C2 | -33* | 1 | -0.1% | -1% | 8 | -6% | -5 | · | -7
Cc1cccn2cc(CCNC(=O)Cc3cccs3)nc12 | 1 | 1 | 4.7% | -2% | -7 | -1% | -10 | -17% | -2
COc1ccc(CN(C)S(=O)(=O)c2nnc(NC(=O)c3cccc(C)c3)s2)cc1OC | -9 | 15 | 21% | -19% | -1 | -2% | -5 | -1% | 0
CC(C)C[C@@H](CNCC(=O)[C@H](Cc1c[nH]c2ccccc12)NC(=O)c1[nH]cnc1C(=O)N[C@@H](C)CN)NC(=O)c1nc[nH]c1C(=O)N[C@@H](C)C(=O)O | · | · | · | 1% | · | -2% | · | 9% | 3
O=C(CCN1C(=O)[C@@H]2Cc3ccccc3CN2C1=O)NCc1ccc(Cl)cc1 | -3 | 3 | 0.2% | -1% | -4 | -3% | -2 | 8% | 0
Cc1ccc2c(=O)cc(C(=O)Nc3c(C)n(C)n(-c4ccccc4)c3=O)oc2c1 | -8 | -1 | 1.3% | 0% | -11 | -2% | -1 | 1% | -4&-2
CC1(C)CC2(CC(C)(C)N1)OC(=O)N1CCc3ccccc3C12C (centres undefined) | 8 | 1 | 8.4% | -6% | -10 | -4% | -1 | -2% | -4
COc1ccccc1C(=O)N(CN1CCCC1=O)c1cccc(Cl)c1 | -11 | 2 | 1.6% | 1% | · | -3% | -3 | -4% | -11
Cc1cc(=O)n2[nH]c(C)c(-c3ccc(Cl)cc3)c2n1 | 5 | 2 | 1.2% | 2% | -26 | -1% | -5 | 0% | -8
Cc1nc(N2CCCCC2)c(C#N)c(C)c1[N+](=O)[O-] | 1 | 0 | 1.2% | 0% | -4 | 2% | 1 | 0% | -3
Cc1cc(NC(=O)CSc2cc(C)c3ccccc3n2)no1 | · | · | · | -16% | · | -3% | · | -17% | -13
Cc1ccc(S(=O)(=O)N2CC(=O)NC(=O)C2)cc1 | 6 | 1 | -0.2% | 1% | · | -2% | 2 | -26% | -5
Cc1onc(-c2ccccc2Cl)c1C(=O)NC(=S)Nc1ccc(C(C)(C)C)cc1 | -2 | 3 | -1.2% | -5% | 3 | -5% | -1 | -2% | 1
S=C(c1c[nH]c2ccccc12)N1CCCC1 | 2 | 1 | 1.4% | 0% | -2 | -2% | -1 | -1% | -10
CCOC(=O)NC(=O)CSc1nc(C)cc(C(F)(F)F)c1C#N | -15 | 0 | 0.7% | -30% | 3 | 5% | 1 | ? | -6
COc1ccccc1CNC(=O)CN(c1cccc([N+](=O)[O-])c1)S(C)(=O)=O | -35* | 0 | 1.5% | 0% | -7 | -4% | -4 | -8% | -3
New compounds follow.
SMILES | D1 antagonist | D1 agonist | RXFP1 agonist | Vif-A3G inh | D2 potentiator | Glioma ERSR ind | D1 PAM | Vif-A3F inh | LDHA inh
Cc1ccc(C(=O)C2CC2)cc1C | · | · | · | -1% | · | 2% | · | 1% | -5
CCOc1ccc(S(=O)(=O)c2cn(C)c3cc(OC)c(OC)cc3c2=O)cc1 | 5 | 0 | 8.6% | 0% | -2 | -7% | -5 | -4% | -5
Cc1cc(C)c(C(=O)N(C)C2CCCN(Cc3ccccc3F)C2)o1 (centres undefined) | 10 | 5 | 5.1% | -4% | -4 | -4% | -6 | 3% | -9
C[C@@H](O)[C@@H]1NC(=O)c2cc([N+](=O)[O-])cc(I)c2NCC[C@@H](C(N)=O)NC(=O)CNC1=O | -11 | -2 | 3.5% | 2% | -3 | 0% | -6 | -1% | -14

With a hit mark in D1 antagonist, of those listed so far:
structure,D1 antagonist,D1 agonist,RXFP1 agonist,D2 potentiator,Glioma ERSR ind,D1 PAM,Vif-A3F inh
CC(C)Cc1[nH]c(=O)c(C#N)c2c1COC(C)(C)C2,-33*,1,-0.1%,8,-6%,-5,·
COc1ccccc1CNC(=O)CN(c1cccc([N+](=O)[O-])c1)S(C)(=O)=O,-35*,0,1.5%,-7,-4%,-4,-8%

Assay outcomes: PubChem BioAssay, National Center for Advancing Translational Sciences (NCATS)
